Screens: PubChem, National Center for Advancing Translational Sciences (NCATS)
NPSR antag: neuropeptide S receptor (human) antagonism, cAMP | CHO-NPSR cells, cAMP TR-FRET, antagonist mode | Potency, µM (highest dose often 38.3 µM), for the others: at the top dose activity change, negative = inhibition, most hits filed as inhibitors | 220,000 compounds, 1% hits; further: potency means the concentration at half of the fitted maximal effect; on the % scale 0 is the no-effect control and ±100 the full control effect; nearly all actives have a fitted effect of over 50% in size; many of its hits are not listed in these tables
Target sequence (Q6W5P4 whole entry, looked up): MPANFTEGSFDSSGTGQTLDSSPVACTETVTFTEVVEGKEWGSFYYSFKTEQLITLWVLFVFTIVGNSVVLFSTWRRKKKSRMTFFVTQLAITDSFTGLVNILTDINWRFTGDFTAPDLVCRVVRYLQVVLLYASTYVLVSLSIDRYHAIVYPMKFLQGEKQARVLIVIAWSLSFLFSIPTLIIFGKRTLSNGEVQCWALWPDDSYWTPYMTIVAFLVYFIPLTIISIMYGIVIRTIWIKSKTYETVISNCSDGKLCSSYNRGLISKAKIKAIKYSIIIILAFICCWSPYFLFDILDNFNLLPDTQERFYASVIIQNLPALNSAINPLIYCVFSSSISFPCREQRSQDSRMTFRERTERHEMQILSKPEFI
Tau fluor counter: counter-screen for tau fibril formation inhibitors; tau K18 P301L Alexa594 fluorescence, heparin fibrillization; Potency, µM (titrated, usually from 57.7 µM), for the others: top-dose activity change, negative = decrease; 280,000 compounds, 0.93% hits; AID 1463; further: potency means the concentration at half of the fitted maximal effect; on the % scale 0 is the no-effect control and ±100 the full control effect; nearly all actives have a fitted effect of over 55% in size
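Human tau K18 P301L (15 uM unlabeled, 0.24 uM Alexa 594-labeled) in 100 mM sodium acetate pH 7 with 20 uM heparin, 6 hr at 37 C. ThT 30 uM added, 1 hr ambient; Alexa 594 FP and total fluorescence read at 555/632 nm.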
Epigenetic reg: derepresses silenced GFP reporter in murine cells | murine LDR cells, GFP reporter derepression, 30 h | Potency, µM (highest dose often 53.9 µM), without a hit: top-dose GFP activation, hits mostly activators | 280,000 compounds, 0.2% hits; further: potency means the concentration at half of the fitted maximal effect; % of control where 0% means no effect; nearly all actives have a fitted effect of over 60% in size
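Murine LDR cells bearing a silenced CMV-driven GFP reporter were exposed to compound for 30 h at 37 C. After PBS washes, GFP-positive cells (20-120 um objects) counted by laser-scanning microplate cytometry.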
GLA spleen mod: inhibits or activates alpha-galactosidase in human spleen homogenate; P06280; human spleen homogenate, 4MU-alpha-Gal fluorescence, 40 min; Potency, µM (series often up to 80 µM), for the others: top-dose activity change, negative = inhibition, hits mostly inhibitors; 240,000 compounds, 0.008% hits;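 further: potency means the concentration at half of the fitted maximal effect; 0% = enzyme with vehicle and -100% = no enzyme basal signal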
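Fluorogenic readout (Ex 365/Em 440 nm) of 4-methylumbelliferone released from 1 mM 4-MU-alpha-galactoside by spleen homogenate, 40 min at 37C, pH 5.0. Data normalized to no-enzyme and enzyme controls; Hill-equation AC50 from compound titrations.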
CBFb-RUNX1 inh: blocks binding between human CBF-beta and RUNX1; 230,000 tested, under 10 active; Q01196+Q13951; Potency, µM (doses to about 59.8 µM), without a hit: at the highest dose activity, negative = inhibition, usual class: inhibitors; AID 1477; AlphaScreen CBFb-His/RUNX1-biotin binding, biochemical; further: % of control where 0% means no effect
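AlphaScreen proximity signal reports loss of binding between His-tagged CBF-beta and biotin-labelled RUNX1, each at 30 nM. Proteins are pre-associated for 20 minutes, compounds added for 15 minutes, then beads for 90 minutes, all at ambient temperature.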
Tau FP inhib: blocks human tau fibril formation measured by polarization; AID 1468; P10636; Potency, µM (highest dose often 57.7 µM), inactives show top-dose activity, negative = inhibition, actives largely listed as inhibitors; K18 P301L tau heparin fibrillization, Alexa594 FP, 6 h; 280,000 compounds, 0.39% hits; further: potency means the concentration at half of the fitted maximal effect; on the % scale 0 is the no-effect control and ±100 the full control effect; nearly all actives have a fitted effect of over 55% in size
Target sequence (P10636 561-689 P618L limits assumed): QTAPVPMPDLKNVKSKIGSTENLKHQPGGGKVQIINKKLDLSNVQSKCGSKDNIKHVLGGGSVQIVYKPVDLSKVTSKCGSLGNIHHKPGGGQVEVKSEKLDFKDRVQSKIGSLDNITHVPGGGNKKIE
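Human tau K18 […] P301L fragment, 15 uM unlabeled plus 0.24 uM Alexa 594-labeled tau (final), with compound and 20 uM heparin in 100 mM sodium acetate pH 7; 6 hr at 37 C, then Alexa 594 FP read.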
TexasRed fluor: Texas Red fluorescence interference in TRb-SRC2 counter-screen. TRb/SRC2 Texas Red total fluorescence interference. Potency, µM (titrated, usually from 106 µM), for the others: at the top dose fluorescence change, negative = quenching. 280,000 compounds, 0.29% hits. AID 1479; active means well fitted curve in either direction with a large enough effect; inconclusive means small, poorly fitted or top-dose-only effect; further: potency means the concentration at half of the fitted maximal effect; on the % scale 0 is the no-effect control and ±100 the full control effect
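Flags fluorescent or light-absorbing compounds by total fluorescence, S + 2P, at 555 nm excitation and 632 nm emission. Mixture: 20 nM Texas Red SRC2 peptide, 0.6 uM human TRb LBD, 1 uM T3, 5% DMSO; compound exposure 5 h at ambient temperature.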
TRb-SRC2 inh: disrupts binding of human TR beta to SRC2; TRbeta-SRC2 peptide binding, fluorescence polarization; receptor liganded with 1 µM T3; Potency, µM (series often up to 106 µM), for the others: top-dose activity change, negative = inhibition, actives largely listed as inhibitors; 280,000 compounds, 0.065% hits; AID 1469;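 further: potency means the concentration at half of the fitted maximal effect; plate controls were bound peptide for no effect and peptide without receptor for full effect; nearly all actives have a fitted effect of over 50% in size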
Target sequence (P10828 whole entry, looked up): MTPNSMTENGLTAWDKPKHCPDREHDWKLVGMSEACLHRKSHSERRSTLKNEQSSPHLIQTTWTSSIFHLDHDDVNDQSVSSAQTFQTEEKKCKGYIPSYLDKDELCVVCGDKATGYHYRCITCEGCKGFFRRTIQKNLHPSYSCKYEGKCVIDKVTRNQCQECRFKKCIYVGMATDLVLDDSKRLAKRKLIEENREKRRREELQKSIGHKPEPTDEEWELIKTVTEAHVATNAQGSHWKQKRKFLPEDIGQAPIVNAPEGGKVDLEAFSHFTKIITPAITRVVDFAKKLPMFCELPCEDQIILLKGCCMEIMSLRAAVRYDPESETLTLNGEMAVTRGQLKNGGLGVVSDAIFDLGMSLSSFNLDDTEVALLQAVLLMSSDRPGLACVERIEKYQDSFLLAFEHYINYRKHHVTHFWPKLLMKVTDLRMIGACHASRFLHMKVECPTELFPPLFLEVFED
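Compounds were added to 0.6 uM TRb ligand-binding domain and 20 nM Texas Red-labeled SRC2 peptide in Tris buffer containing 1 uM T3, incubated 5 hr at ambient temperature, then read by fluorescence polarization.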
An asterisk follows results filed as active; ? = inconclusive; . = not tested or not shown; [ ] = dose if it differs, or a comment. Unless noted, the call rests on the fitted dose curve; in most records, active means well fitted curve in the direction sought with a large enough effect; inconclusive means small, poorly fitted or top-dose-only effect, or another doubt; inactive means no such curve, though single readings can be large; an effect the other way counts as inactive or inconclusive. The list is partial (hit frequency here may not be typical).

SMILES	NPSR antag	Tau fluor counter	Epigenetic reg	GLA spleen mod	CBFb-RUNX1 inh	Tau FP inhib	TexasRed fluor	TRb-SRC2 inh
COc1ccc(S(=O)(=O)N2CCOCC2)cc1C(=O)Nc1ccon1	1%[46.1 µM]	-2%	0.0%	15%	-9%	0%	0%	-11%
Cc1ccccc1CN1C[C@@H]2C[C@@H](c3cn[nH]c3-c3ccc(F)cc3)N3CCC[C@@]23C1=O	-59%	-1%	-1.2%	-5%	-2%	0%	0%	-7%
Cc1cc(C)c2nc(SCC(=O)NCCN3C(=O)CSC3=O)cc(C)c2c1	-9%[46.1 µM]	-5%	0.1%	2%	-5%	3%	-1%	-1%
C/C(=N\NC(=O)c1ccccc1)c1ccc(N2CCOCC2)cc1	-1%[46.1 µM]	-14%	-1.1%	-6%	-2%	-17%	-1%	-15%
CCCCCCP(=O)(O)c1ccccc1	2%[46.1 µM]	6%	2.9%	2%	5%	9%	0%	5%
CCCCn1c(SCC(=O)NCc2ccco2)nnc1-c1ccoc1C	1%[46.1 µM]	1%	0.9%	4%	-1%	-8%	1%	-3%
O=S(=O)(c1ccc(-c2cnc(C3CC3)o2)cc1)N1CCN(c2ccccc2)CC1	.	-6%	-3.3%	.	.	6%	-1%	-8%
O=c1c2sc3ccccc3c2n(Cc2ccccc2)c(=O)n1CCc1ccccc1	.	-3%	-0.2%	.	.	-15%	-1%	-3%
Nc1ncc(Br)cc1S(=O)(=O)NCCC(=O)N1CCN(c2ccccn2)CC1	4%	-25%	2.0%	-11%	-1%	-12%	4%	-6%
CC1CCCCN1C(=O)CCS(=O)(=O)c1cc2c(cc1Cl)NC(=O)CO2 (stereo not given)	.	-17%	0.8%	.	.	-4%	1%	2%
CC(=O)Nc1ccc(S(=O)(=O)N2CCN(c3cc(C)ccc3C)CC2)cc1	-12%	?	-1.0%	-9%	-5%	?	-2%	1%
CCCn1cc(S(=O)(=O)c2ccc(OCC)cc2)c(=O)c2cc(C)ccc21	.	-8%	-3.1%	.	.	-2%	1%	-12%
CN(C)CCN1C(=O)C2C3C=CC(C3)C2C1=O (stereo not given)	7%	-10%	1.1%	-15%	4%	-9%	-1%	-4%
CCc1cc(C(=O)Nc2cnn(Cc3ccc(F)cc3)c2)no1	.	-5%	-1.8%	.	.	-9%	-21%	7%
CCOc1ccc(N(C)S(=O)(=O)c2c(C(=O)N3CCC(C)CC3)c(C)n(C)c2C)cc1	.	3%	-3.4%	.	.	7%	-3%	-2%
CCOC(=O)/C=c1\s/c(=C\c2ccc3cc(OC)ccc3c2)c(=O)n1CC(=O)NCC1CCCO1 (stereo not given)	2%[46.1 µM]	-3%	?	5%	4%	2%	1%	2%
CCOc1ccccc1NC(=O)C1CCCN(S(=O)(=O)c2ccc3c(c2)CCCN3C(C)=O)C1 (stereo not given)	.	-4%	0.0%	.	.	6%	-1%	-2%
Cn1c2ccccc2c2c(C(=O)N3CCN(c4ccccc4)CC3)cn(C3CCCC3)c(=O)c21	?	3%	-0.8%	-10%	-10%	12%	-3%	-5%
COc1ccccc1-c1cn[nH]c1-c1ccc(OCc2ccc([N+](=O)[O-])cc2)cc1O	-2%	-24%	6.5%	-12%	-26%	?	-6%	-4%
CCOC(=O)C1CCN(C(=O)c2sccc2Cl)CC1	3%[7.67 µM]	0%	-0.3%	5%	1%	-10%	-2%	-1%
COC(=O)[C@@H]1C[C@@]2(O)[C@@H](O)[C@@H](O)[C@@H](O)C[C@H]2N1Cc1ccc(C(C)(C)C)cc1	.	1%	2.9%	-15%	8%	-1%	1%	2%
CCN(CCCNC(=O)c1cc2c(=O)n(CC)c3ccccc3c2s1)c1ccccc1	.	?	-0.3%	.	.	16%	-7%	-7%
CCCN(CCC)CCCNC(=O)c1nn(-c2cccc(OC)c2)c(=O)c2ccccc12	-22%	-10%	1.7%	-2%	4%	-8%	1%	-1%
CCCCC(=O)OCc1nc2ccccc2s1	6%	2%	-1.5%	-5%	?	2%	-4%	-7%
CCOc1ccc2[nH]c(=O)c(CN(CCCO)C(C)=O)cc2c1	13%[46.1 µM]	3%	-1.0%	7%	14%	4%	-2%	2%

4 entries drawn at random from the list so far, as already listed:
SMILES	NPSR antag	Tau fluor counter	Epigenetic reg	GLA spleen mod	CBFb-RUNX1 inh	Tau FP inhib	TexasRed fluor	TRb-SRC2 inh
Cc1ccccc1CN1C[C@@H]2C[C@@H](c3cn[nH]c3-c3ccc(F)cc3)N3CCC[C@@]23C1=O	-59%	-1%	-1.2%	-5%	-2%	0%	0%	-7%
CCOC(=O)C1CCN(C(=O)c2sccc2Cl)CC1	3%[7.67 µM]	0%	-0.3%	5%	1%	-10%	-2%	-1%
CC1CCCCN1C(=O)CCS(=O)(=O)c1cc2c(cc1Cl)NC(=O)CO2 (stereo not given)	.	-17%	0.8%	.	.	-4%	1%	2%
Nc1ncc(Br)cc1S(=O)(=O)NCCC(=O)N1CCN(c2ccccn2)CC1	4%	-25%	2.0%	-11%	-1%	-12%	4%	-6%

Single records, as listed above. Screens in order: NPSR antag | Tau fluor counter | Epigenetic reg | GLA spleen mod | CBFb-RUNX1 inh | Tau FP inhib | TexasRed fluor | TRb-SRC2 inh
`O=c1c2sc3ccccc3c2n(Cc2ccccc2)c(=O)n1CCc1ccccc1` is listed with . | -3% | -0.2% | . | . | -15% | -1% | -3%
`CCCCCCP(=O)(O)c1ccccc1` is listed with 2%[46.1 µM] | 6% | 2.9% | 2% | 5% | 9% | 0% | 5%

Carrying on.
SMILES	NPSR antag	Tau fluor counter	Epigenetic reg	GLA spleen mod	CBFb-RUNX1 inh	Tau FP inhib	TexasRed fluor	TRb-SRC2 inh
Cn1c(=O)c2c(-c3ccccc3)n(CCCN3CCOCC3)cc2n(C)c1=O	-18%[46.1 µM]	-1%	-1.1%	-9%	4%	-7%	-3%	-6%
O=C(Nc1ccccc1C(=O)N/N=C/c1ccco1)c1ccc(F)cc1	-6%	?	-6.0%	1%	0%	-3%	-1%	2%
N#Cc1c(Nc2cccc(F)c2)sc(C(=O)c2ccc(Cl)cc2)c1N	.	?	-1.1%	.	.	?	2%	-3%
COc1ccc(NC(=O)c2ccccc2S(=O)c2ccccc2C#N)cc1 (stereo not given)	-4%	1%	-0.7%	-4%	-1%	-6%	0%	0%
CCCCN(C)C(=O)c1nc2ccccn2c1CN1CCN(c2ccccn2)CC1	-3%	-16%	-1.0%	-4%	4%	-8%	-5%	-4%
CCNC(=O)CSc1nnc(CN2CCCCCC2=O)n1-c1ccccn1	7%	-2%	0.9%	-9%	0%	0%	1%	-1%
O=C(O)c1cc(N/N=C/c2ccc3c(c2)OCCO3)ccc1Cl	5%	-10%	-1.3%	10%	12%	1%	-1%[53 µM]	1%[53 µM]
COc1cccc(-c2nc(CS(=O)(=O)CC(=O)N3CCN(c4ccccn4)CC3)c(C)o2)c1	-7%[46.1 µM]	0%	0.0%	3%	16%	-3%	1%	-5%
Cc1c(CN(C)CCc2ccccc2)c(=O)n(-c2ccccc2)n1C	-11%[46.1 µM]	-5%	8.5%	0%	0%	6%	3%	-27%
CCc1nn2c(=O)cc(COC(=O)c3cccc(NC(=O)CCc4ccccc4)c3)nc2s1	.	-15%	4.5%	.	.	1%	-1%	-2%
CCc1nnc(NS(=O)(=O)c2ccc(NC(=O)COc3ccc4ccccc4c3)cc2)s1	-30%	8%	3.2%	4%	-3%	4%	1%	14%
O=C(N/N=C/c1c[nH]c2ccccc12)c1cc(-c2ccc3ccccc3c2)n[nH]1	6%	5%	3.0%	-17%	1%	6%	-3%	16%
O=C(c1ccccc1)N1CCCC(c2ccc(Cl)cc2)=N1	-11%[46.1 µM]	-19%	0.0%	-6%	5%	-11%	1%	-3%
CNc1ccc(/C=C(\C#N)c2ccccn2)cc1[N+](=O)[O-]	-5%	-21%	7.0%	4%	-2%	-15%	1%	-10%
CCC1=Nc2cc(C(=O)NCCc3ccc(OC)c(OC)c3)ccc2Sc2ccccc21	.	?	-0.6%	.	.	-6%	-1%	-4%
C(=C\c1ccccc1)/CSc1nnc(-c2ccncc2)n1Cc1ccco1	6%[7.67 µM]	2%	-1.5%	-5%	-28%	6%	4%	-13%
CCOC(=O)c1c(C)n(-c2ccccc2)c2ccc(O)cc12	-13%	11%[2.34 µM]	-1.1%	-19%	1%	2%[2.34 µM]	-5%	-7%
COc1cccc(Cn2c(=O)n(-c3cc(C)cc(C)c3)c(=O)c3oc4ccccc4c32)c1	.	-1%	-2.4%	.	.	-4%	-1%	3%
CCOC(=O)/C(C(N)=NCC(C)C)=C(/O)c1ccccc1	8%[46.1 µM]	-8%	1.1%	2%	6%	-5%	1%	-1%
COc1ccc(OC)c(S(=O)(=O)n2ccnc2C)c1	7%[46.1 µM]	-4%	-1.0%	-4%	1%	7%	-3%	2%
COc1cccc(-n2c(SCC(=O)N3CCc4ccccc43)nc3c([nH]c4ccccc43)c2=O)c1	.	-7%	?	.	.	-4%	-1%	3%
COc1ccc(NC(=O)C2CCN(S(=O)(=O)c3ccc(OC)c(OC)c3)CC2)c(OC)c1	-7%[46.1 µM]	-6%	0.8%	18%	1%	5%	-1%	1%
Cc1ccc(S(=O)(=O)NC2CCCc3ccccc32)cc1C (stereo not given)	-26%[46.1 µM]	-14%	-0.2%	-1%	6%	2%	-7%	-3%
CCOC(=O)CCCNC(=O)N1CCc2nc(-c3ccc(OC)cc3C)c3c(c2C1)CO[C@@H](c1ccccc1)C3	.	-4%[11.6 µM]	.	-3%[17.5 µM]	-6%[13.1 µM]	4%[11.6 µM]	-3%[11.2 µM]	2%[11.2 µM]
COc1ccccc1CN1C[C@@H]2C[C@@H](C3=Cc4cc(Cl)ccc4OC3)N3CCC[C@@]23C1=O	?	0%	1.1%	-8%	3%	-2%	-3%	-10%
